# Assay outcomes: PubChem, Broad Institute
# INS-1E ATP HTS: protection of INS-1E cells from cytokine death, primary screen, ATP luminescence, single point; protection from cytokine-induced ATP loss, % at 10 µM; INS-1E cytokine-induced death, 48 h; normalised: neutral wells 0, positive control 100; 0.1% of 20,000 active;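 active = mean replicate protection from cytokine-induced ATP loss at least 50% and at least 75% of replicates each reaching 50%; inconclusive = meets only one of the two criteria, mean or replicate share; inactive = fails both the mean and replicate share criteria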
#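 assay system = INS-1E rat insulinoma cells | amount = 8000 cells per well | medium = phenol-red-free RPMI with 5% fetal bovine serum | doses = one compound concentration, pin transfer | timing = 48 h cytokine plus compound treatment, 10 min reagent incubation | also added = IL-1β, TNF-α and IFN-γ cytokine mix | signal = CellTiter-Glo luminescence measuring cellular ATP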
# T cruzi intra: inhibitors of intracellular Trypanosoma cruzi, primary screen, cell-based, plate reader, single point, set 2; intracellular Trypanosoma cruzi in host cells; activity score (inhibition), % at 5.01 µM; 4.9% of 22,000 active; AID 651903, 2012; in the data active = activity score above about 55%; inconclusive = no clear call, values can overlap the other calls;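 note: parasites and compound incubated about four days before reading; 0% = median of neutral control wells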
# Starred values were filed as active, the others as inactive; ? = inconclusive; · = no result given.
# Results follow in this order: INS-1E ATP HTS, T cruzi intra
> Cc1ccc(S(=O)(=O)N(C)C[C@H]2Oc3c(cccc3N(C)C)C(=O)N([C@H](C)CO)C[C@H]2C)cc1
→ 2.5, 13.5
> C[C@H]1CN([C@@H](C)CO)C(=O)c2cc(NC(=O)Nc3ccccc3)ccc2O[C@@H]1CN(C)S(=O)(=O)c1ccc(F)cc1
→ 7.1, -14.4
> C[C@H](CO)N1C[C@H](C)[C@H](CN(C)C(=O)Nc2ccccc2)Oc2ccc(NC(=O)CCCN(C)C)cc2C1=O
→ ·, -1.3
> CC(C)NC(=O)N(C)C[C@H]1Oc2c(NC(=O)c3ccncc3)cccc2C(=O)N([C@@H](C)CO)C[C@H]1C
→ -0.6, -16.6
> Cc1noc(C)c1S(=O)(=O)Nc1cccc2c1O[C@@H](CN(C)Cc1ccncc1)[C@@H](C)CN([C@@H](C)CO)C2=O
→ 3.8, -13.6
> C[C@@H]1CN([C@H](C)CO)C(=O)Cc2cc(NC(=O)Nc3ccccc3)ccc2O[C@@H]1CN(C)Cc1ccc(-c2ccccc2)cc1
→ -15.9, ?
> C[C@H]1CN([C@@H](C)CO)C(=O)c2cc(NC(=O)CCC(F)(F)F)ccc2O[C@@H]1CN(C)Cc1ccc(Cl)c(Cl)c1
→ ·, 13.8
> C[C@@H]1CN([C@@H](C)CO)C(=O)c2cc(NC(=O)CCN3CCOCC3)ccc2O[C@@H]1CN(C)CC1CC1
→ 3.6, -17.1
> C[C@H]1CN([C@@H](C)CO)C(=O)c2cc(NC(=O)CCN3CCOCC3)ccc2O[C@@H]1CN(C)Cc1ccc(Oc2ccccc2)cc1
→ ·, -23.8
> C[C@@H]1CN([C@@H](C)CO)C(=O)c2cc(NC(=O)c3ccncc3)ccc2O[C@H]1CN(C)S(=O)(=O)c1ccccc1
→ 2.6, -1.5
> C[C@H]1CN([C@@H](C)CO)C(=O)c2cc(NC(=O)Nc3cccc4ccccc34)ccc2O[C@H]1CN(C)C(=O)Nc1ccccc1
→ 3.3, -9.0
> COc1ccc(CN(C)C[C@@H]2Oc3ccc(NS(=O)(=O)c4cccs4)cc3C(=O)N([C@H](C)CO)C[C@H]2C)cc1
→ -7.0, 3.0
> C[C@H](CO)N1C[C@H](C)[C@H](CN(C)Cc2ccccc2)Oc2ccc(NC(=O)c3ccncc3)cc2C1=O
→ -1.9, 0.0
> C[C@H]1CN([C@@H](C)CO)C(=O)c2cccc(NC(=O)CCCCCC(=O)Nc3ccccc3N)c2O[C@H]1CN(C)S(=O)(=O)c1ccc(Cl)cc1
→ 7.8, 49.4
> Cc1ccc(S(=O)(=O)N(C)C[C@H]2Oc3c(NC(=O)C4CCCCC4)cccc3C(=O)N([C@H](C)CO)C[C@@H]2C)cc1
→ 1.0, 13.6
> C[C@H](CO)N1C[C@H](C)[C@H](CN(C)C(=O)Nc2cccc(F)c2)OCc2cn(nn2)CCCC1=O
→ ·, -14.9
> COc1ccc(CN(C)C[C@@H]2Oc3ccc(NC(=O)Cn4cnnn4)cc3C(=O)N([C@H](C)CO)C[C@H]2C)cc1
→ 1.5, -22.6
> C[C@@H]1CN([C@H](C)CO)C(=O)c2cc(NS(=O)(=O)c3ccc(Cl)cc3)ccc2O[C@@H]1CN(C)S(=O)(=O)c1ccccc1
→ 1.0, -12.5
> C[C@H]1CN([C@@H](C)CO)C(=O)c2cccc(NS(=O)(=O)c3ccc(F)cc3)c2O[C@H]1CN(C)CC1CC1
→ 8.8, -20.9
> CC(C)NC(=O)Nc1ccc2c(c1)C(=O)N([C@H](C)CO)C[C@H](C)[C@@H](CN(C)S(=O)(=O)c1cn(C)cn1)OCCCC[C@@H](C)O2
→ 1.5, -8.3
> C[C@@H]1CN([C@@H](C)CO)C(=O)CCCn2nncc2CO[C@@H]1CN(C)Cc1cccc(C(F)(F)F)c1
→ -2.4, 9.7
> C[C@@H]1CN([C@@H](C)CO)C(=O)c2cccc(NC(=O)c3ccncc3)c2O[C@@H]1CN(C)S(=O)(=O)c1cn(C)cn1
→ 11.0, -22.9
> C[C@@H]1CN([C@H](C)CO)C(=O)CCCn2nncc2CO[C@H]1CN(C)Cc1ccccc1C(F)(F)F
→ ·, 7.4
> Cc1noc(C)c1NC(=O)Nc1ccc2c(c1)CC(=O)N([C@H](C)CO)C[C@@H](C)[C@@H](CN(C)Cc1ccc(C(=O)O)cc1)O2
→ 10.8, -16.3
> Cc1noc(C)c1NC(=O)N(C)C[C@H]1Oc2c(NC(=O)C3CCCCC3)cccc2C(=O)N([C@@H](C)CO)C[C@@H]1C
→ -0.9, -36.0
> C[C@H](CO)N1C[C@H](C)[C@H](CN(C)C(=O)Nc2ccccc2)Oc2ccc(NC(=O)c3ccncc3)cc2CC1=O
→ -1.8, -10.2
> COc1ccc(CN(C)C[C@@H]2OCCCC[C@@H](C)Oc3ccc(NS(=O)(=O)c4c(C)noc4C)cc3C(=O)N([C@H](C)CO)C[C@@H]2C)cc1
→ -8.4, -17.6
> Cc1noc(C)c1S(=O)(=O)N(C)C[C@@H]1Oc2ccc(NC(=O)Cc3cn(C)c4ccccc34)cc2CC(=O)N([C@@H](C)CO)C[C@@H]1C
→ 3.1, 15.3
> C[C@H](CO)N1C[C@H](C)[C@@H](CN(C)Cc2ccc(C(F)(F)F)cc2)Oc2c(NC(=O)Nc3ccc4c(c3)OCO4)cccc2C1=O
→ -32.6, 37.4
> C[C@H]1CN([C@@H](C)CO)C(=O)Cc2cc(NC(=O)Cc3ccccc3)ccc2O[C@H]1CN(C)S(=O)(=O)c1ccc(Cl)cc1
→ -11.2, 30.9
> C[C@@H]1CN([C@@H](C)CO)C(=O)c2cc(NC(=O)Cn3cnnn3)ccc2O[C@H]1CN(C)Cc1ccc2c(c1)OCO2
→ -5.1, -12.7
> C[C@H]1CN([C@@H](C)CO)C(=O)Cc2cc(NC(=O)Nc3ccc(F)cc3)ccc2O[C@H]1CN(C)C
→ 2.7, 16.5
> C[C@@H]1CN([C@H](C)CO)C(=O)c2cccc(NS(C)(=O)=O)c2O[C@@H]1CN(C)C(=O)Nc1ccccc1
→ -1.1, -12.7
> CC(C)NC(=O)N(C)C[C@@H]1Oc2ccc(NC(=O)Nc3cccc4ccccc34)cc2C(=O)N([C@@H](C)CO)C[C@@H]1C
→ ·, -6.9
> C[C@H](CO)N1C[C@H](C)[C@H](CN(C)S(=O)(=O)c2cccc(F)c2)Oc2ncc(C#Cc3ccc(C(F)(F)F)cc3)cc2C1=O
→ ·, 85.2*
> C[C@H](CO)N1C[C@H](C)[C@H](CN(C)CC2CCCCC2)Oc2ccc(NC(=O)Cc3cn(C)c4ccccc34)cc2C1=O
→ -6.7, 0.4
> CC(C)NC(=O)Nc1ccc2c(c1)C(=O)N([C@H](C)CO)C[C@H](C)[C@H](CN(C)CC1CC1)OCCCC[C@@H](C)O2
→ 7.4, -11.3
> C[C@H]1CN([C@@H](C)CO)C(=O)c2cccc(NC(=O)C3CCOCC3)c2O[C@@H]1CN(C)S(=O)(=O)c1cccs1
→ 1.7, -30.5
> O=C(O)CCCCCCC(=O)N/N=C/c1ccc(F)cc1
→ 8.7, -18.8
> C[C@@H]1CN([C@H](C)CO)C(=O)CCCn2cc(nn2)CO[C@H]1CN(C)S(=O)(=O)c1cccc(F)c1
→ ·, -3.1

# Not a retest: two of the compounds above.
# Results follow in this order: INS-1E ATP HTS, T cruzi intra
> C[C@H](CO)N1C[C@H](C)[C@H](CN(C)S(=O)(=O)c2cccc(F)c2)Oc2ncc(C#Cc3ccc(C(F)(F)F)cc3)cc2C1=O
→ ·, 85.2*
> C[C@H](CO)N1C[C@H](C)[C@H](CN(C)CC2CCCCC2)Oc2ccc(NC(=O)Cc3cn(C)c4ccccc34)cc2C1=O
→ -6.7, 0.4

# The list goes on:
# Results follow in this order: INS-1E ATP HTS, T cruzi intra
> C[C@@H]1CN([C@@H](C)CO)C(=O)c2cccc(NC(=O)c3cnccn3)c2O[C@H]1CN(C)C(=O)Nc1ccc(F)cc1
→ 11.2, -27.5
> COc1ccc(S(=O)(=O)Nc2ccc3c(c2)C(=O)N([C@H](C)CO)C[C@@H](C)[C@H](CN(C)C(=O)Nc2ccc4c(c2)OCO4)O3)cc1
→ ·, 4.0
> C[C@H](CO)N1C[C@H](C)[C@@H](CN(C)Cc2ccccc2)Oc2c(NC(=O)c3cnccn3)cccc2C1=O
→ -0.8, 3.2
> COc1ccc(NC(=O)Nc2ccc3c(c2)C(=O)N([C@@H](C)CO)C[C@@H](C)[C@H](CN(C)Cc2ccc(-c4ccccc4)cc2)O3)cc1
→ -59.3, 13.2
> C[C@@H]1CN([C@H](C)CO)C(=O)c2cc(N(C)C)ccc2O[C@@H]1CN(C)Cc1ccc(Cl)c(Cl)c1
→ -5.9, 20.9
> C[C@@H]1CN([C@@H](C)CO)C(=O)c2cccc(NC(=O)C3CC3)c2O[C@@H]1CN(C)C
→ 3.8, -5.3
> C[C@H]1CN([C@@H](C)CO)C(=O)c2cc(NC(=O)Nc3ccc(C(F)(F)F)cc3)ccc2O[C@H]1CN(C)Cc1ccc(Cl)c(Cl)c1
→ -11.1, 27.6
> C[C@@H]1CCCCO[C@H](CN(C)C(=O)c2ccccc2)[C@@H](C)CN([C@H](C)CO)C(=O)c2cc(NC(=O)C3CCCCC3)ccc2O1
→ -2.1, -7.3
> Cc1ccc(S(=O)(=O)N(C)C[C@H]2Oc3ccc(NS(=O)(=O)c4ccccc4)cc3C(=O)N([C@@H](C)CO)C[C@H]2C)cc1
→ -7.8, 20.5
> CNC[C@@H]1Oc2ccc(NC(=O)Cc3cn(C)c4ccccc34)cc2C(=O)N([C@H](C)CO)C[C@@H]1C
→ ·, -0.9
> Cc1ccc(S(=O)(=O)Nc2ccc3c(c2)C(=O)N([C@H](C)CO)C[C@H](C)[C@H](CN(C)S(=O)(=O)c2cn(C)cn2)OCCCC[C@@H](C)O3)cc1
→ 4.3, -5.3
> C[C@@H]1CN([C@H](C)CO)C(=O)Cc2cc(NS(=O)(=O)c3ccc(F)cc3)ccc2O[C@H]1CN(C)C(=O)Nc1ccccc1
→ -1.2, -7.0
> C[C@@H]1CN([C@H](C)CO)C(=O)Cc2cc(NS(=O)(=O)c3cn(C)cn3)ccc2O[C@H]1CN(C)C
→ 22.0, -25.1
> Cc1noc(C)c1NC(=O)N(C)C[C@@H]1Oc2ccc(NC(=O)c3ccncc3)cc2C(=O)N([C@H](C)CO)C[C@@H]1C
→ 2.2, -24.7
> C[C@H](CO)N1C[C@H](C)[C@@H](CN(C)Cc2ccc(Oc3ccccc3)cc2)Oc2ccc(NS(C)(=O)=O)cc2C1=O
→ -7.7, 4.9
> Cc1noc(C)c1NC(=O)Nc1ccc2c(c1)C(=O)N([C@@H](C)CO)C[C@@H](C)[C@H](CN(C)C(=O)Nc1cccc3ccccc13)O2
→ 4.4, -10.3
> C[C@H](CO)N1C[C@H](C)[C@@H](CN(C)C)Oc2ccc(NC(=O)CCCCCC(=O)Nc3ccccc3N)cc2C1=O
→ -3.3, -33.5
> C[C@@H]1CN([C@@H](C)CO)C(=O)c2cccc(NC(=O)Nc3ccc4c(c3)OCO4)c2O[C@H]1CN(C)C
→ 6.1, -6.7
> CNC[C@H]1Oc2c(NS(=O)(=O)c3ccccc3)cccc2C(=O)N([C@@H](C)CO)C[C@@H]1C
→ 8.2, -1.8
> Cc1noc(C)c1NC(=O)N(C)C[C@@H]1Oc2ccc(NC(=O)CCC(F)(F)F)cc2CC(=O)N([C@H](C)CO)C[C@H]1C
→ -8.4, -7.6
> Cc1ccc(S(=O)(=O)Nc2ccc3c(c2)C(=O)N([C@H](C)CO)C[C@H](C)[C@@H](CN(C)S(=O)(=O)c2ccc(C)cc2)OCCCC[C@@H](C)O3)cc1
→ 2.7, 7.4
> COc1ccc(NC(=O)Nc2ccc3c(c2)CC(=O)N([C@H](C)CO)C[C@@H](C)[C@H](CN(C)C)O3)cc1
→ 8.1, -23.4
> COc1ccc(CN(C)C[C@H]2Oc3ccc(NC(=O)Cc4cn(C)c5ccccc45)cc3C(=O)N([C@@H](C)CO)C[C@@H]2C)cc1
→ ·, 8.9
> Cc1ccc(S(=O)(=O)Nc2ccc3c(c2)C(=O)N([C@H](C)CO)C[C@H](C)[C@H](CN(C)S(C)(=O)=O)OCCCC[C@@H](C)O3)cc1
→ 7.5, 9.6
> C[C@@H]1CN([C@H](C)CO)C(=O)Cc2cc(N(C)C)ccc2O[C@H]1CN(C)Cc1ccncc1
→ 2.0, -24.7
> COc1ccc(CN(C)C[C@@H]2Oc3ccc(NC(=O)C4CCCCC4)cc3CC(=O)N([C@@H](C)CO)C[C@@H]2C)cc1
→ 2.0, 20.6
> C[C@H](CO)N1C[C@H](C)[C@@H](CN(C)S(=O)(=O)c2ccc(Cl)cc2)Oc2ccc(NC(=O)Nc3ccccc3)cc2C1=O
→ 0.5, -8.2
> C[C@H](CO)N1C[C@H](C)[C@@H](CN(C)C(=O)c2ccc3ccn(C)c3c2)OCc2cn(nn2)CCCC1=O
→ 10.1, -14.2
> COc1ccc(S(=O)(=O)Nc2cccc3c2O[C@H](CN(C)Cc2ccc(-c4ccccc4)cc2)[C@@H](C)CN([C@H](C)CO)C3=O)cc1
→ -21.0, 40.3
> Cc1cc(C(=O)Nc2cccc3c2O[C@@H](CN(C)Cc2ccncc2)[C@H](C)CN([C@@H](C)CO)C3=O)n(C)n1
→ 2.3, 2.7
> COc1ccc(S(=O)(=O)Nc2ccc3c(c2)CC(=O)N([C@@H](C)CO)C[C@H](C)[C@@H](CN(C)C(=O)Nc2cccc4ccccc24)O3)cc1
→ -9.9, -3.7
